High-throughput results from PubChem.
DT40 TDP1 CPT – qHTS for Inhibitors of human tyrosyl-DNA phosphodiesterase 1 (TDP1): qHTS in cells in presence of CPT. chicken DT40 Tdp1-/-;hTDP1 cells + 20 nM CPT, ATP luminescence, 48 h. actives 12% (n = 420,000). Potency, µM (top dose mostly 46.2 µM), without a hit: top-dose activity change, negative = growth inhibition, usual class: inhibitors; further: nearly all actives have a fitted effect of over 55% in size
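Chicken DT40 Tdp1-/- cells complemented with human TDP1, 400 cells/well, exposed to compounds plus 20 nM camptothecin for at least 48 h at 37 C; viability read as ATP content by CellTiter-Glo luminescence.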
DT40 TDP1 no CPT – qHTS for Inhibitors of human tyrosyl-DNA phosphodiesterase 1 (TDP1): qHTS in cells in absence of CPT. actives 15% (n = 420,000). DT40 Tdp1-/- hTDP1 cells, no CPT, ATP luminescence, 48 h. AID 686978, 2013. Potency, µM (series often up to 46.2 µM), inactives show at the top dose activity change, negative = growth inhibition, hits mostly inhibitors; further: nearly all actives have a fitted effect of over 55% in size
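Stably hTDP1-transfected Tdp1-null chicken DT40 cells were treated with library compounds minus camptothecin and grown for at least 48 hr at 37 °C, after which cellular ATP was quantified by luminescence.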
KAT2A inh – qHTS Assay for Inhibitors of GCN5L2 | Histone acetyltransferase KAT2A (Homo sapiens), Q92830 | GCN5L2 HAT assay, ThioGlo1 CoA-SH fluorescence | Potency, µM (highest dose often 58.9 µM), without a hit: at the top dose activity change, negative = inhibition, usual class: inhibitors | actives 0.21% (n = 390,000) | AID 504327, 2011
Target sequence (Q92830 whole entry, looked up): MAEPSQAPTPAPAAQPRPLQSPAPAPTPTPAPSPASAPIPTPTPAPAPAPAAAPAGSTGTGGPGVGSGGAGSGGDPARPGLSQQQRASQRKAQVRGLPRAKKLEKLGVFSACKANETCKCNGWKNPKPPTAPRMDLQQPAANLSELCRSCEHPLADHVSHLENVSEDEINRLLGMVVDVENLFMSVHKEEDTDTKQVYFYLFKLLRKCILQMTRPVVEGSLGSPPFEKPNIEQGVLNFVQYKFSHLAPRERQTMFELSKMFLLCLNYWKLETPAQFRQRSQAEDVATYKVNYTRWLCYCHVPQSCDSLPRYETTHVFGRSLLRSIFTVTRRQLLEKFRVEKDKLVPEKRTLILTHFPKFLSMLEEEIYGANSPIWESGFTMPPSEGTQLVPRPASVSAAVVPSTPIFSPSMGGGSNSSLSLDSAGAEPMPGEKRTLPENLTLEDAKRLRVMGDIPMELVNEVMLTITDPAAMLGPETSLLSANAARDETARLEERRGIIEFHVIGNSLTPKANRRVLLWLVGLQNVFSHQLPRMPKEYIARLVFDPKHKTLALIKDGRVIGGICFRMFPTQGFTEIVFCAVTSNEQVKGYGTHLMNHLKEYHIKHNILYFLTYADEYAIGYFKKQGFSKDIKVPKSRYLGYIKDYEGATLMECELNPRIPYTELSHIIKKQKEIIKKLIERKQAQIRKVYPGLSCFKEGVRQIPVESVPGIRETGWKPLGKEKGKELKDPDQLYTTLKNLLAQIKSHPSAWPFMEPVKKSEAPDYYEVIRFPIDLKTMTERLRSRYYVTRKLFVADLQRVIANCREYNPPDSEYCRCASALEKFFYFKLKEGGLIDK
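GCN5L2 (20nM final) in 50mM HEPES, 0.1mM EDTA pH 7.5, 0.01% Tween-20 was preincubated 15 min at room temperature with compound, then given ThioGlo1 (50uM), H3(1-25) peptide (75uM) and acetyl-CoA (70uM); CoA-thiol fluorescence (Ex340/Em540) was read at 0 and 20 min.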
* marks the source's active call; other numbers are inactive results; ? = inconclusive; · = not tested or not shown; & = joins results of further samples; ! = not active in a repeat. The call rests on the fitted dose curve; in most records, active means well fitted curve in the direction sought with a large enough effect; inconclusive means small, poorly fitted or top-dose-only effect, or another doubt; inactive means no such curve, though single readings can be large; an effect the other way counts as inactive or inconclusive. On the % scale 0 is the no-effect control and ±100 the full control effect; potency means the concentration at half of the fitted maximal effect. An excerpt, so the mix of outcomes need not match the whole.

SMILES	DT40 TDP1 CPT	DT40 TDP1 no CPT	KAT2A inh
O=C(CNC(=O)c1ccccc1F)NCc1ccccn1	1.2%	-3.8%	-5.0%
S=c1[nH]nc(C2CCCCC2)n1/N=C/c1ccccn1	-2.8%	0.8%	15.7%
C=CCn1c(N)cc(=O)nc1SCC(=O)Nc1ccc(C)cc1	19.9%	15.0%	-1.8%
CCOc1ccc(NS(=O)(=O)c2ccc3c(c2)NC(=O)CCS3)cc1	?	11.6µM*	3.4%
COc1ccc(-n2c(Cn3c(=O)sc4ccccc43)nnc2SC)cc1	5.8%	0.1%	-2.6%
C=CCOc1ccc(C2=NOC(C(=O)Nc3ccc4c(c3)OCCO4)C2)cc1 (centres undefined)	-21.4%	-10.6%	-26.3%
C#CCNC(=O)C1=C[C@H](C)[C@@H](CCCO)[C@H](OCC)O1	-7.0%	0.0%	-0.7%
CN(CC(=O)Nc1ccc(Cl)cc1)CC(=O)Nc1cc(Cl)ccc1C#N	?	23.1µM*	-1.5%
CC(=O)Nn1c(-c2ccccc2)cc2ccccc21	-7.6%	-19.3%	-1.7%
Cc1cc(C(F)(F)F)n2nc(-c3cnn(C)c3C(F)(F)F)c(Br)c2n1	?	-23.1%	-2.9%
O=C(CSc1ccc(-c2ccccn2)nn1)Nc1ccccc1	?	18.4µM*	?
CCOC(=O)C1(Cc2cccc(OC)c2)CCCN(Cc2nccn2CC)C1 (centres undefined)	14.6µM*	13µM*	22.9%
CCOC(=O)C1=C(C)NC(C)=C(C(=O)OCC)C1c1cn(-c2ccccc2)nc1-c1ccco1	-18.1%	?	-3.4%
CC(=O)Nc1c(O)nc(SCC(=O)Nc2ccc(C(C)=O)cc2)[nH]c1=O	-3.8%	-10.7%	-3.1%
O=C(NCc1ccc(Cl)cc1)c1ccc2c(c1)nnn2C1CCCC1	-26.8%	-27.9%	2.5%
Cc1ccc2nc(N3C(=O)C(O)=C(C(=O)c4ccco4)C3c3cccs3)sc2c1 (centres undefined)	?	?	?
O=C(CSc1nnc(CNC(=O)c2cccc(C(F)(F)F)c2)o1)NC1CCCCC1	-1.6%	15.4%	19.1%
COc1ccc(C(c2c(O)cc(C)n(Cc3ccco3)c2=O)N2CCN(c3ccccc3)CC2)cc1 (centres undefined)	-22.9%	-19.4%	-7.9%
C=CCNC(=O)/C=C/c1c(F)cccc1Cl	-2.8%	-4.2%	-2.1%
CCCNC(=O)c1cc(C2CCCN(C(=O)c3ccc(OC)cc3)C2)on1 (centres undefined)	-8.4%	-27.1%	·

6 structures out of the list, arranged by number of heavy atoms, ascending.
SMILES	DT40 TDP1 CPT	DT40 TDP1 no CPT	KAT2A inh
C=CCNC(=O)/C=C/c1c(F)cccc1Cl	-2.8%	-4.2%	-2.1%
O=C(CSc1ccc(-c2ccccn2)nn1)Nc1ccccc1	?	18.4µM*	?
CCOC(=O)C1(Cc2cccc(OC)c2)CCCN(Cc2nccn2CC)C1 (centres undefined)	14.6µM*	13µM*	22.9%
O=C(CSc1nnc(CNC(=O)c2cccc(C(F)(F)F)c2)o1)NC1CCCCC1	-1.6%	15.4%	19.1%
CCOC(=O)C1=C(C)NC(C)=C(C(=O)OCC)C1c1cn(-c2ccccc2)nc1-c1ccco1	-18.1%	?	-3.4%
COc1ccc(C(c2c(O)cc(C)n(Cc3ccco3)c2=O)N2CCN(c3ccccc3)CC2)cc1 (centres undefined)	-22.9%	-19.4%	-7.9%

(cont.)
SMILES	DT40 TDP1 CPT	DT40 TDP1 no CPT	KAT2A inh
CCOc1ccc(N2C(=O)/C(=C/c3cccs3)N(CC(=O)OC)C2=S)cc1	-9.9%	-10.3%	1.3%
Cc1cccc2sc(NC(=O)C3CC3)nc12	3.2%	-1.0%	-3.4%
Cc1cccc(Nc2nc3c(s2)CCCC3)c1	23.1µM*	18.4µM*	-3.2%
CCc1ccccc1NC(=S)N1CCN(c2cccc(OC)c2)CC1	2.4%	-2.6%	-4.5%
COc1ccc(-c2cc(=O)oc3cc(OC(=O)C4CCCCC4)c(Cl)cc23)cc1	23.1µM*	?	?
COc1ccc(CCN2C(=NC(=O)CC(C)C)SC3CS(=O)(=O)CC32)cc1OC (centres undefined)	-19.5%	?	-0.6%
COC(=O)c1cc(NC(=O)[C@H](CCS(C)(=O)=O)N2Cc3ccccc3C2=O)cc(C(=O)OC)c1	-19.7%	1.7%	-5.1%
CN1C(=O)c2ccc(NC(=O)CCS(=O)(=O)c3ccccc3)cc2C1=O	5.4%	6.6%	-5.7%
O=C(NCC1CC1)[C@@H]1C[C@H]1[C@@H](NP(=O)(c1ccccc1)c1ccccc1)c1ccccc1	-29.7%	?	3.3%
CCOc1cc(Br)c(CC(=O)NC2CCCCCC2)cc1OCC	?	20.6µM*	-3.8%
CC(C(=O)Nc1ccc(O)cc1C(=O)O)N1C(=O)/C(=C\c2cccs2)SC1=S (centres undefined)	-4.5%	-21.1%	-36.6%
COc1ccccc1/C=N/OC(=O)c1ccc(F)cc1	-6.5%	12.9%	-4.7%
O=C(COC(=O)C1CC(=O)N(Cc2ccccc2)C1)Nc1ccc(Cl)cc1F (centres undefined)	-13.4%	0.4%	-0.4%
O=C(NCc1cc2ccccc2[nH]1)c1ccccc1F	-19.1%	-5.0%	-2.0%
O=C(Nc1ccc(Cl)cc1)c1csc([C@@H]2O[C@H](CO)[C@@H](O)[C@H]2O)n1	?	?	·
CC(C)c1ccc(C(=O)N2CCCCC2c2cc(C(=O)Nc3ccncc3)no2)cc1 (centres undefined)	16.4µM*	16.4µM*	·
COc1cccc(/C=N/N2CCN(Cc3ccccc3)CC2)c1O	8.0%	-15.9%	1.6%
CNC(=S)N1CCN(C(c2ccccc2)c2ccccc2)CC1	-17.0%	?	0.0%
C/C(=N\NC(=O)COc1ccc(C(C)(C)C)cc1)c1ccccc1	-7.8%	?	-21.3%
Cc1c2cnn(CC(=O)NCc3ccc(Cl)cc3)c(=O)c2c(C)n1Cc1ccc(F)cc1	?	?	-15.4%
CCC(NC(=O)C1CCCC1)c1ccccc1 (centres undefined)	-1.8%	-16.6%	·
N#C/C(=C\c1ccc2c(c1)OCCO2)C(=O)Nc1nccs1	1.5%	2.6%	-4.9%
Cc1ccc(CNC(=O)C2CCC(=O)N(Cc3ccccc3F)C2)s1 (centres undefined)	-36.9%	-4.1%	-4.2%
Cc1c(CCC(=O)O)c(=O)oc2cc(OCc3ccccc3F)ccc12	12.1%	10.4%	?
CC1CCCCC1NC(=O)COC(=O)c1ccc2ncsc2c1 (centres undefined)	10.4%	8.0%	-0.1%
CNC(=O)c1cc(OCC(F)(F)F)ccc1OCC(F)(F)F	?	5.6%	-8.8%
CC(=O)c1c(C)[nH]c(C(=O)Nc2cc(S(=O)(=O)N(C)C)ccc2C)c1C	-11.6%	?	-3.3%
FC(F)(F)COc1cc(-c2nnc(SCc3ccccc3)n2Cc2ccco2)cc(OCC(F)(F)F)n1	?	29.1µM*	-5.8%
CN(C)CCCNC(=S)Nc1ccc(-c2ccccc2)cc1	?	?	-0.3%
Cc1ccc(N/C=C(\C#N)c2ccc(OCCCF)cc2)cc1	?	?	4.8%
C=CCn1c(SCC(C)=O)nnc1-c1ccc2ncccc2c1	15.3%	-18.3%	-0.6%
CCOc1ccc(C(=O)Nc2nccs2)cc1[N+](=O)[O-]	12.7%	0.0%	-2.3%
CCCNC(=O)Nc1ccc(F)c(Cl)c1	-6.8%	-1.6%	-4.4%
CCOc1ccccc1NC(=O)c1cccc(NC(=O)CC(c2ccccc2)c2ccccc2)c1	23.1µM*	25.9µM*	-18.6%
COc1ccc(CCNC(=O)c2cn(C)c3ccc(S(=O)(=O)N(C)C4CCCCC4)cc3c2=O)cc1OC	?	-15.7%	-1.5%
O=C(Oc1ccc2cc(Br)ccc2c1)c1cccnc1	?	?	-8.4%
Cc1cc(NC(=O)CSc2nc(-c3ccccc3C)nc3c2c(=O)n(C)c(=O)n3C)no1	-18.0%	-18.2%	-13.5%
CCCC1=NN2C(=N)/C(=C\c3ccc(SCc4ccco4)o3)C(=O)N=C2S1	-15.3%	?	?
CCS(=O)(=O)N1CCCC(C(=O)NCCCN(C)Cc2ccccc2)C1 (centres undefined)	0.7%	2.9%	0.3%
COC(=O)c1ccc(Nc2nc(-c3ccncc3)nc3ccccc23)cc1	-18.6%	4.2%	-2.5%

4 successive records already listed, quoted:
SMILES	DT40 TDP1 CPT	DT40 TDP1 no CPT	KAT2A inh
O=C(CNC(=O)c1ccccc1F)NCc1ccccn1	1.2%	-3.8%	-5.0%
S=c1[nH]nc(C2CCCCC2)n1/N=C/c1ccccn1	-2.8%	0.8%	15.7%
C=CCn1c(N)cc(=O)nc1SCC(=O)Nc1ccc(C)cc1	19.9%	15.0%	-1.8%
CCOc1ccc(NS(=O)(=O)c2ccc3c(c2)NC(=O)CCS3)cc1	?	11.6µM*	3.4%

Complete entries, quoted from the list:
`O=C(Oc1ccc2cc(Br)ccc2c1)c1cccnc1` is entered as DT40 TDP1 CPT: ?; DT40 TDP1 no CPT: ?; KAT2A inh: -8.4%
`CCCC1=NN2C(=N)/C(=C\c3ccc(SCc4ccco4)o3)C(=O)N=C2S1` is entered as DT40 TDP1 CPT: -15.3%; DT40 TDP1 no CPT: ?; KAT2A inh: ?

Additional entries:
SMILES	DT40 TDP1 CPT	DT40 TDP1 no CPT	KAT2A inh
O=C(Nc1nnc(SCc2ccc(Cl)cc2)s1)C1CC(=O)N(Cc2ccccc2)C1 (centres undefined)	?	?	0.6%
COc1cn(-c2ccccc2)nc1C(=O)NCc1ccc(C)cc1	3.0%	?	?
COc1cccc(NC(=S)N(Cc2ccccn2)Cc2ccccc2Cl)c1	?	-95.3%	-17.5%
CN(CC(=O)Nc1ccc(F)cc1)C(=O)CN1C(=O)c2ccccc2C1=O	0.2%	0.5%	-4.5%
CN(C)CCNC(=O)Cn1c(=O)c2cccn2c2ccc(F)cc21	23.1µM*!	16.4µM*!	-15.8%&-11.2%
N#Cc1cccc(S(=O)(=O)N2CCN(S(=O)(=O)c3ccc4c(c3)OCCO4)CC2)c1	11.4%	-0.8%	·
O=C(CN1CCN(c2cccc(Cl)c2)CC1)NC1CCCc2ccccc21 (centres undefined)	?	?	-11.5%
Cc1noc(C)c1CCC(=O)Nc1cc(Cl)ccc1C(=O)O	-9.3%	-12.8%	·
COc1ccc(CNC(=O)Cc2c(C(=O)O)[nH]c3ccccc23)c(OC)c1	-1.7%	15.1%	10.4%
COc1ccc(/C=C2/Sc3ccc(C(=O)NCCN4CCCCCC4)cc3NC2=O)cc1	3.66µM*	3.26µM*	-10.2%
CCN(C#N)c1nc(N(C)C)nc(N(C)C)n1	2.6%	-28.1%	-14.5%
CC(=O)NS(=O)(=O)c1ccc(NC(=O)COc2ccc(C(=O)c3ccccc3)cc2)cc1	26.1%	0.4%	-1.5%
CN(CCOc1ccccc1)C(=O)c1cc(S(=O)(=O)N2CCCCC2)ccc1Cl	?	?	-10.5%
COC(=O)/C(=C1\OC(=O)C(c2ccccc2)C1=O)c1ccccc1 (centres undefined)	-0.4%	-0.7%	-11.1%
Cc1nn(C)c(Oc2cccc(Cl)c2)c1C(=O)Nc1ccc(F)cc1	-21.5%	-17.4%	-14.1%
O=C(CCCC(=O)OCC(=O)c1ccc(Cl)cc1)NC1CCCCC1	-18.1%	-0.1%	-15.6%
CCC(=O)c1cc(F)c(N2CCN(C(=O)Cc3ccccc3)CC2)cc1C	20.6µM*	14.6µM*	-6.6%
COCCCNC(=O)c1cccc2c(-c3ccc(O)c(OC)c3)coc12	?	?	·
